# ABCG2 inh – human ABCG2 inhibition, ABCB1 as counter-screen; Q9UNQ0; IgMXP3 cells, JC-1 efflux, flow cytometry; inhibition, % at 6.6 µM; hit rate 0.1% among 190,000;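 active = inhibition above 80%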;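 also: 0% = DMSO and 100% = nicardipine control wells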
#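 Read-out basis: Efflux inhibition in percent versus controls | Test system: ABCG2 IgMXP3 and barcoded ABCB1 CCRF-Adr cell mix | Quantity: 3 million cells/mL in well | Schedule: 10 min at 25 °C | Control set: Nicardipine as high control, DMSO as low control | Reagent: JC-1 as fluorescent efflux pump substrate | Signal: Flow cytometry of retained JC-1 fluorescence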
# Bim-Bcl-W – disrupts Bim peptide binding to human Bcl-W. Q92843. bead-based flow cytometry. inhibition, % at 10 µM. hit rate 0.02% among 190,000;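 also: 0% = bound tracer without compound and 100% = peptide blocker; higher means less fluorescent Bim peptide bound to Bcl-W beads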
# Target sequence (Q92843 whole entry, looked up): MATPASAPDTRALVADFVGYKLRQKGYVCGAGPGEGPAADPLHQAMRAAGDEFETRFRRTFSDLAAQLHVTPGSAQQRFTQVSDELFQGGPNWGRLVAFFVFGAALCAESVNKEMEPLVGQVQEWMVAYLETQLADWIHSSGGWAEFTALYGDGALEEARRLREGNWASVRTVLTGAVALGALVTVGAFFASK
# Bcl-2 Bim block – human Bim-Bcl-2 interaction inhibition. AID 950. inhibition, % at 10 µM. P10415. hit rate 0.06% among 190,000. Bead-based flow cytometry, Bim peptide-Bcl-2 binding; in the data active = inhibition above about 40%; inconclusive = no clear call, values can overlap the other calls;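 also: 0% = no compound wells with probe peptide and 100% = reference peptide inhibitor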
# ABCB1 block – blocks JC-1 efflux by human ABCB1 transporter. P08183. CCRF-Adr cells, flow cytometry. inhibition, % at 6.6 µM. hit rate 0.067% among 190,000. AID 1326; in the data active = inhibition above about 40%;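 also: 0% = vehicle and 100% = reference inhibitor; higher value means more JC-1 retained so stronger ABCB1 efflux block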
# GSH fluor – GSH bead compound fluorescence profile. hit rate 0.25% among 190,000. GSH beads flow cytometry, compound fluorescence 488/530 nm; active compounds read high. fluorescence (KMESF) at 10 µM; in the data active = fluorescence above about 89;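 also: glutathione beads carrying GST-tagged Bcl family fusion proteins plus one bare bead set; values are compound well signal with DMSO vehicle wells as background; inactives centre near 16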
# Bcl-XL Bim block – disrupts Bim peptide binding to human Bcl-XL; AID 1007; Q07817; inhibition, % at 10 µM; hit rate 0.04% among 190,000; bead flow cytometry, fluorescence
# Target sequence (Q07817 whole entry, looked up): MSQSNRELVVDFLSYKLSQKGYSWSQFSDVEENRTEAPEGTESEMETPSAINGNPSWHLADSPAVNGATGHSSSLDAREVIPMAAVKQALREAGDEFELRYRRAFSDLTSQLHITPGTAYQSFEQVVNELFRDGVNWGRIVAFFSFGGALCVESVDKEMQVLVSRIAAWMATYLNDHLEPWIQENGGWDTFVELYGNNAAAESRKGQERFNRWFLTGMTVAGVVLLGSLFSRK
# RGS8-Gao – human RGS8-Galphao interaction regulation. hit rate 0.34% among 220,000. multiplexed bead flow cytometry, RGS8-Galphao binding; actives lie on both sides. response (percent of control binding), % at 10 µM. P09471; in the data active = response below about 60% or above about 140%; inactive = in between;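 also: Galphao activated as the GDP aluminium fluoride complex binding bead-coupled RGS8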
# Target sequence (P09471 whole entry, looked up): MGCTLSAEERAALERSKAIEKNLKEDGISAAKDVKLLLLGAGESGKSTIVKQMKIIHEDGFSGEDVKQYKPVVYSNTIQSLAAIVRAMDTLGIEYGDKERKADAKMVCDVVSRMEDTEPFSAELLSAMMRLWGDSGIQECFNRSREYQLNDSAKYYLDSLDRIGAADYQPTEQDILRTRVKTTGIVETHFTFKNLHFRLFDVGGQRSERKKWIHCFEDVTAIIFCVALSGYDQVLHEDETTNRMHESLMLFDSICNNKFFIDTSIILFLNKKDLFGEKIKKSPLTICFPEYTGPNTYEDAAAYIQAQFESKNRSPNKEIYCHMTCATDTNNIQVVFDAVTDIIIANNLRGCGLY
# RGS4-Gao reg – modulates binding of RGS4 to human Galphao; P09471; Multiplexed bead flow cytometry; actives lie on both sides; binding response (% of control), % at 10 µM; hit rate 0.33% among 220,000; in the data active = binding response below about 49% or above about 150%; inactive = in between;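 also: fluorescent Galphao activated with aluminum fluoride binding bead-coupled RGS4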
# RGS7-Gao – regulators of human RGS7-Galphao interaction; binding response (% of control), % at 10 µM; Multiplexed bead flow cytometry, RGS7-Galphao binding; actives lie on both sides; P09471; hit rate 0.35% among 220,000; in the data active = binding response below about 49% or above about 150%; inconclusive = no clear call, values can overlap the other calls; inactive = in between;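 also: fluorescent Galphao held in activated GDP-AlF4 state binding bead-coupled RGS7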
# Bcl-B Bim block – inhibitors of Bim-Bcl-B interaction, human | hit rate 0.073% among 190,000 | Q9HD36 | AID 951 | bead-based flow cytometry, Bim peptide-Bcl-B binding | inhibition, % at 10 µM;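 also: 0% = tracer peptide without compound and 100% = reference inhibitor peptide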
# Target sequence (Q9HD36 whole entry, looked up): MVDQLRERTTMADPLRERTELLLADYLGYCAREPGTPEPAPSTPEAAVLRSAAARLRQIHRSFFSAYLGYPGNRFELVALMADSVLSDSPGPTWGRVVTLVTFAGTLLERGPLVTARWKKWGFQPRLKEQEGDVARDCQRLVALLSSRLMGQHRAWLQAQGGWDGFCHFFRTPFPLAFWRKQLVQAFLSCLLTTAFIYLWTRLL
# Bfl-1 Bim block – human Bim-Bfl-1 interaction inhibition | AID 1008 | Bead-based flow cytometry, Bim-Bfl-1 binding inhibition | inhibition, % at 10 µM | hit rate 0.12% among 190,000;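 also: 0% = wells without compound plus tracer and 100% = blocker peptide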
# * hit, by the source's call; u = inconclusive; & = joins results of further samples. Rule as the data show it, unless noted: active = inhibition above about 40%.
mol	ABCG2 inh	Bcl-XL Bim block	Bfl-1 Bim block	GSH fluor	Bim-Bcl-W	RGS4-Gao reg	Bcl-2 Bim block	RGS8-Gao	RGS7-Gao	Bcl-B Bim block	ABCB1 block
CC(C)[N+]1(C)[C@@H]2CC[C@H]1CC(OC(=O)C(CO)c1ccccc1)C2 (stereo partly drawn)	1	0	0	20	0	104	-1	103	100	-9	0.3
O=C(CSc1ncn[nH]1)c1ccco1	21	-6	-9	28	-8	94	-14	94	95	-13	-0.2
O=C(Nc1ccc(-c2nc3ccccc3o2)cc1)C1CCCO1 (stereo not drawn)	12	0	-4	32	0	108	-4	102	107	1	0.8
Cc1cccc(NC(=O)Cn2nc([N+](=O)[O-])c(Br)c2C)n1	4	-2	-7	18	-2	103	-2	103	u	-1	0.8
COc1nc(OC)nc(N2CCC(C(=O)NC3CC3)CC2)n1	15	0	4	21	0	104	-2	102	106	0	1.1
CCOCCn1c(CCCO)nc2ccccc21	2	-7	-13	50	1	102	-9	100	99	-4	0.4
COc1ccc(S(=O)(=O)CCC(=O)NCCc2cccc(C)c2)cc1	4	-1	-12	22	0	101	-6	100	101	-5	0.8
CC(=O)NS(=O)(=O)c1ccc(N)cc1	23	-1	-1	20	-4	104	1	104	104	-5	0.9
Cc1ccc(-n2c(Cc3cccn3C)nnc2SCC(=O)Nc2ccc3c(c2)OCO3)cc1	7	-2	1	15	1	98	-1	102	98	-3	1.5
CCN(CC(=O)NCc1ccc(F)cc1)CC(=O)Nc1ccc(S(=O)(=O)N2CCCC2)cc1	0	-2	3	15	0	100	1	102	101	0	0.2
Nc1[nH][nH]c(=O)c1N=Nc1ccc2c(c1)OCO2	2	0	-2	26	1	97	1	88	113	-2	0.1
O=C(CSc1n[nH]c(-c2ccccc2)n1)c1ccc(O)c(O)c1	3	9	-2	38	9	121	-2	116	110	-2	-0.2
CCn1c(-c2csc3c2CCCC3)n[nH]c1=S	0	-3	1	7	0	99	-1	98	98	-8	0.0
O=C(NCCNC1CCN(Cc2ccccc2)CC1)c1cccs1	2	7	-13	56	3	100	-6	101	96	-8	0.2
COc1ccccc1NC(=S)NC(C)=O	4	-1	-7	9	-3	102	-2	100	102	0	-0.4
CCN(CC)S(=O)(=O)c1cccc(-c2cn3cc(C)ccc3n2)c1	10	0	-15	15	-1	105	-5	102	103	-8	3.1
CN1CCN(C(=O)N2CCNC2=O)CC1	5	-3	-15	35	1	102	-8	102	104	-6	1.5
O=C(COC(=O)C1CC(=O)N(Cc2ccccc2)C1)Nc1ccccc1F (stereo not drawn)	1	2	-4	15	1	113	-4	119	u	1	0.2
COc1ccc(NC(=O)c2ccccc2C(=O)N2CCCCC2)cc1	7	-3	-4	17	1	99	-1	100	98	-4	0.5
C/C(CC(=O)Nc1ccc(Cl)c(C(F)(F)F)c1)=N\NC(=O)c1ccccc1O	-1	-2	-5	12	-2	102	-1	107	99	0	-0.4
COc1ccc(C(=O)Nc2sc3c(c2C#N)CCN(C(C)=O)C3)cc1	5	-7	-9	11	-4	98	-5	102	100	-13	0.7
COc1ccc(S(=O)(=O)N(CC(=O)N2CCOCC2)Cc2ccccc2)cc1C	0	-4	-15	31	0	97	-7	99	99	-5	1.9
Nc1cc(N)nc(SCc2cc(=O)oc3cc4c(cc23)CCC4)n1	7	-4	0	15	0	108	0	109	108	-5	0.1
COc1cc(/C=N/Nc2nc3ccccc3[nH]2)cc(Br)c1OCC(=O)N(C)C	2	1	-2	23	0	102	3	103	102	-1	0.0
Cc1cc(=O)[nH]c2c1c(=O)[nH]n2C1CC(C)N(C)CC1C (stereo not drawn)	1	0	-2	15	0	101	0	111	104	1	0.3
Cc1cc(C)n2c(Nc3ccc4c(c3)OCCO4)c(-c3ccccc3)nc2n1	15	-4	-3	25	-3	99	-7	101	95	-5	2.8
Cc1ccc(-n2c(C)cc(C=C(C#N)C#N)c2C)cc1	2	5	-13	49	0	100	-5	104	101	-6	0.3
CCOc1ccc(N(CC(=O)N/N=C/c2cc(Br)c(C)o2)S(C)(=O)=O)cc1	3	-2	-6	14	0	108	-2	106	108	-2	-1.4
CC(=O)N(C)Cc1ccc(C(=O)CCl)cc1	-2	0	0	10	2	99	0	98	98	1	-0.4
CCOC(=O)CSc1n[nH]c(NC(C)=O)n1	1	-2	-4	16	-3	109	-4	110	123	-2	1.0
O=C(CN1C(=O)C2CC=CCC2C1=O)Nc1ccc(S(=O)(=O)N2CCOCC2)cc1 (stereo not drawn)	0	-4	-5	10	-4	110	-5	109	110	-4	-0.1
CC(=O)Nc1ccc(NC(=O)CN(c2ccccc2Cl)S(C)(=O)=O)cc1	0	2	0	12	-1	89	0	79	88	4	0.0
CCCn1c(SCC(=O)Nc2sc(C)c(C)c2C#N)nnc1C(C)C	33	-1	8	31	1	101	-5	95	100	2	2.0
O=C1CCCC(c2ccccc2)N1 (stereo not drawn)	-5	-4	0	14	-3	98	0	93	100	-2	-0.1
CC(C)C(=O)N(Cc1ccc(F)cc1)Cc1nc2ccccc2c(=O)[nH]1	4	-1	-4	9	-1	95	0	97	100	-3	0.3
CC(C)n1c(SCC(=O)Nc2ccc3c(c2)OCO3)nc2c1c(=O)n(C)c(=O)n2C	5	1	-6	21	6	105	4	99	98	-3	3.0
Cc1ccc(-c2noc(CSc3nnc(-c4ccncc4)n3-c3ccc(C)cc3)n2)cc1	0	-3	0	16	-2	102	-2	98	106	-2	1.1
CNC(=O)CCC(=O)Nc1ccc(C)cc1	38	1	-3	19	-2	95	-2	99	94	-4	2.0
COc1ccc(NC(=O)N2CCn3c2nc2ccccc23)cc1	16	-8	-18	29	0	99	-9	102	102	-8	0.9
O=C1c2cccnc2C(Nc2ccc(Br)cc2)N1Cc1cccs1 (stereo not drawn)	3	1	0	12	-1	105	-3	104	103	-3	0.6
COc1ccc(C(=O)N/C(=C\c2ccco2)C(=O)NCc2cccnc2)cc1	2	-3	0	13	0	100	2	99	103	0	0.1
O=C(O)Cn1c(O)c(C=Nc2ccccc2)sc1=S	-2&1	0&-14	0&-11	30&55	-1&2	106&108	3&-12	101&104	102&111	-2&-15	0.0&0.2
Cn1nnnc1SCC(=O)N1CCN(S(=O)(=O)c2ccccc2)CC1	0	-1	-2	15	-1	106	-3	106	u	-2	-0.1
CCc1c(C)nc(SC)n(CC#N)c1=O	0	0	-4	27	1	97	-8	96	101	-6	-2.7
COCCN(CC(=O)Nc1ccc(F)cc1)S(=O)(=O)c1ccc(S(=O)(=O)N2CCCC2)cc1	12	-5	-20	26	0	100	-11	102	100	-7	-0.1
CCCCn1c(C(C)NC(=O)c2cccs2)nc2ccccc21 (stereo not drawn)	5	-3	-6	50	0	92	-6	98	93	0	1.9
CN(c1ccccc1)S(=O)(=O)c1cccc(NC(=O)CSc2nncn2C)c1	14	-6	-20	11	-3	98	-10	102	99	-9	0.1
COc1ccccc1CNC(=O)COC(=O)c1ccc(Cl)c(N)c1	1	1	-1	16	-1	100	1	98	99	-5	-0.2
FC(F)Oc1ccc(NC(=S)NNc2ccnc3cc(Cl)ccc23)cc1	-1	-4	0	14	0	100	-6	98	96	-8	-0.6
O=C(COc1ccc2c(c1)OCO2)Nc1ccccc1F	15	-1	4	13	-1	99	0	101	95	0	1.4

# A draw from above in order of SMILES length, ascending.
mol	ABCG2 inh	Bcl-XL Bim block	Bfl-1 Bim block	GSH fluor	Bim-Bcl-W	RGS4-Gao reg	Bcl-2 Bim block	RGS8-Gao	RGS7-Gao	Bcl-B Bim block	ABCB1 block
O=C1CCCC(c2ccccc2)N1 (stereo not drawn)	-5	-4	0	14	-3	98	0	93	100	-2	-0.1
CCc1c(C)nc(SC)n(CC#N)c1=O	0	0	-4	27	1	97	-8	96	101	-6	-2.7
CNC(=O)CCC(=O)Nc1ccc(C)cc1	38	1	-3	19	-2	95	-2	99	94	-4	2.0
O=C(COc1ccc2c(c1)OCO2)Nc1ccccc1F	15	-1	4	13	-1	99	0	101	95	0	1.4
CCCCn1c(C(C)NC(=O)c2cccs2)nc2ccccc21 (stereo not drawn)	5	-3	-6	50	0	92	-6	98	93	0	1.9
COc1ccccc1CNC(=O)COC(=O)c1ccc(Cl)c(N)c1	1	1	-1	16	-1	100	1	98	99	-5	-0.2
CCCn1c(SCC(=O)Nc2sc(C)c(C)c2C#N)nnc1C(C)C	33	-1	8	31	1	101	-5	95	100	2	2.0
FC(F)Oc1ccc(NC(=S)NNc2ccnc3cc(Cl)ccc23)cc1	-1	-4	0	14	0	100	-6	98	96	-8	-0.6
CN(c1ccccc1)S(=O)(=O)c1cccc(NC(=O)CSc2nncn2C)c1	14	-6	-20	11	-3	98	-10	102	99	-9	0.1
CCOc1ccc(N(CC(=O)N/N=C/c2cc(Br)c(C)o2)S(C)(=O)=O)cc1	3	-2	-6	14	0	108	-2	106	108	-2	-1.4
CC(C)n1c(SCC(=O)Nc2ccc3c(c2)OCO3)nc2c1c(=O)n(C)c(=O)n2C	5	1	-6	21	6	105	4	99	98	-3	3.0
COCCN(CC(=O)Nc1ccc(F)cc1)S(=O)(=O)c1ccc(S(=O)(=O)N2CCCC2)cc1	12	-5	-20	26	0	100	-11	102	100	-7	-0.1

# Further structures
mol	ABCG2 inh	Bcl-XL Bim block	Bfl-1 Bim block	GSH fluor	Bim-Bcl-W	RGS4-Gao reg	Bcl-2 Bim block	RGS8-Gao	RGS7-Gao	Bcl-B Bim block	ABCB1 block
CC1CCCCN1Cc1ccc(-c2nnn(CC(=O)NC3CCCCC3)n2)cc1 (stereo not drawn)	-1	-11	-8	30	-9	103	-8	106	100	-13	-0.1
COC(=O)C1=C(C)NC2=C(C(=O)CC(c3cccs3)C2)C1c1ccsc1 (stereo not drawn)	4	-1	-3	17	-3	104	-1	102	101	-1	1.1
CCCC(=O)Nc1ccc(C(=O)NCCc2ccc(F)cc2)cc1	60	-5	-6	10	-7	98	-8	100	103	-6	-0.4
O=C1C2=C(c3ccccc31)[N+](=O)C1CCCCC1N2[O-] (stereo not drawn)	4	2	-4	11	3	97	-6	98	96	-4	0.4
Cc1c(Br)c(-c2n[nH]c(=S)n2Cc2ccco2)nn1C	10	-7	0	13	-3	98	-4	100	100	-20	-0.1
CS(=O)(=O)Nc1ccc(C(=O)NCCSCc2ccccc2)cc1	3	-5	-8	10	-2	96	-4	98	92	-3	0.9

# Screening data deposited in PubChem by NMMLSC.

# An unsorted share of the library. Share with any hit: about 1.1%.
